Screens deposited in PubChem BioAssay by National Center for Advancing Translational Sciences (NCATS).
HT1080-NT tox: kills 2HG-producing HT-1080-NT fibrosarcoma cells | HT-1080-NT fibrosarcoma viability, CellTiter-Glo ATP luminescence, 48 h | Potency, µM (titrated, usually from 46.1 µM), for inactives: top-dose activity, negative = less viability, most hits filed as cytotoxic | 360,000 tested, 1.6% active | AID 686970;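 also: NT is the 2HG producing partner of a matched IDH1 knockdown line; potency is read from the fitted curve at half-maximal effect; 0% = DMSO-treated cells and -100% = media-only wells without cells; nearly all actives have a fitted effect of over 55% in size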
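A 48-hour cytotoxicity screen used HT-1080-NT cells plated 2 hours before compound delivery. ATP-based CellTiter-Glo luminescence measured viability, normalized to DMSO and no-cell controls.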
DRD3 agonist: D3 dopamine receptor (human) agonism | P35462 | D3R DiscoveRx beta-arrestin cells, luminescence, 90 min | max activation, % | 410,000 tested, 0.58% active | AID 652048; in the data active = max activation above about 30%; also: 0% is about no effect; mostly tested at two doses, the higher about 12 µM
Target sequence (P35462 whole entry, looked up): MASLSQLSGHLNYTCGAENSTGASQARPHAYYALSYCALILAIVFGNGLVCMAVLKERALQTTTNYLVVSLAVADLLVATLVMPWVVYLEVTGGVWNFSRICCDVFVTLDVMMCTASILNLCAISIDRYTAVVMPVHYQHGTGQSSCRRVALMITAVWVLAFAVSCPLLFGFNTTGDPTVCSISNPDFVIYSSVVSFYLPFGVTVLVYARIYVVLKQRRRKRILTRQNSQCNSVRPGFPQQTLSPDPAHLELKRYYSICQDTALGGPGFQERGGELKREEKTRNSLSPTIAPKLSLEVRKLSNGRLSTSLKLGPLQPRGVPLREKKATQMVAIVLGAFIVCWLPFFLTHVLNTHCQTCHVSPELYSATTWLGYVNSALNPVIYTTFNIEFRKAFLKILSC
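Agonist mode: compounds and dopamine controls were applied to plated cells for 90 min at 37 degrees C after an overnight attachment at 1500 cells/well. Luminescent read-out followed 30 - 60 minutes at room temperature with DiscoveRx detection reagent.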
D3 antag: D3 dopamine receptor (human) antagonism; D3R cells, DiscoveRx beta-arrestin luminescence, antagonist mode; hits give low values; 360,000 tested, 2.5% active; max response, negative = inhibition, %; in the data active = max response below about -50%; inconclusive = no clear call, values can overlap the other calls; also: % is scaled to controls: 0 for no effect and ±100 for the full control effect; mostly tested at two doses, the higher about 12 µM
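Cells expressing the human receptor were seeded at 1500 cells/well, incubated overnight at 37 degrees C in 5% CO2, then exposed to library compounds with dopamine controls for 90 minutes at 37 degrees C before luminescent detection.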
HT1080 IDH1KD tx: toxicity to HT-1080 IDH1 knockdown cells (counter line). HT-1080 IDH1 knockdown viability, ATP luminescence, 48 h. Potency, µM (series often up to 46.1 µM), for the others: top-dose activity, negative = toxicity, most hits filed as cytotoxic. 360,000 tested, 2% active;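 also: potency is read from the fitted curve at half-maximal effect; 0% = DMSO wells and -100% = cell-free medium wells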
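Using the IDH1-knockdown HT-1080 line run in the same batch and compound series as the NT line, viability after 48 h at 37 °C was determined by CellTiter-Glo luminescence and expressed as % activity.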
GLP1R ag: activates the human GLP-1 receptor; AID 624172; Potency, µM (highest dose often 45.6 µM), without a hit: top-dose activation, hits mostly activators; P43220; 380,000 tested, 0.007% active; HEK293 GLP-1R CRE-luciferase, luminescence, 4-6 h; cells express a hypersensitive GLP-1R form; also: potency is read from the fitted curve at half-maximal effect; % of control where 0% means no effect
SW480 rereplic: DNA re-replication induction in SW480 cells; SW480 DNA re-replication, Hoechst DNA content imaging, 48 h; Potency, µM (highest dose often 46.1 µM), without a hit: at the top dose re-replication activation, most hits filed as activators; 340,000 tested, 1.8% active; AID 624297; also: potency is read from the fitted curve at half-maximal effect; % of control where 0% means no effect; nearly all actives have a fitted effect of over 55% in size
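SW480 cells exposed to compounds for 48 hr at 37 C, 5% CO2, then Hoechst-stained 40 min. Nuclear DNA content imaged by fluorescence scanning (405 nm excitation, 500-530 nm emission); re-replication scored as increased high-intensity nuclei.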
IL1B secr inh: blocks inflammasome-driven IL-1 beta release; activity change, % at 57.5 µM; THP-1 LPS/ATP IL-1B secretion, AlphaLISA, 16 h; hits give low values; AID 743279; 360,000 tested, 4.7% active; in the data active = activity change below about -50%; inconclusive = mostly about -30% to -49%; also: % is scaled to controls: 0 for no effect and ±100 for the full control effect
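Secreted IL-1B measured by AlphaLISA bead assay after 16 h compound exposure of THP-1 cells; compounds (final up to 57.5 uM) added 1 h before LPS (250 ng/mL) and ATP (1.25 mM) stimulation; lower signal means less secretion.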
KB-3-1 tox: KB-3-1 parental cell cytotoxicity. 400,000 tested, 1.4% active. Potency, µM (highest dose often 46.1 µM), without a hit: at the top dose activity change, negative = cytotoxic, hits mostly cytotoxic. KB-3-1 viability, CellTiter-Glo ATP luminescence, 72 h. AID 1347075; also: potency is read from the fitted curve at half-maximal effect; % is scaled to controls: 0 for no effect and ±100 for the full control effect; nearly all actives have a fitted effect of over 60% in size
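Parental KB-3-1 viability, qHTS format: 72 h compound exposure, 37 °C; CellTiter-Glo; media-only wells and DMSO plates as controls; concentration-effect fits on corrected data.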
KB-V1 MDR tox: KB-V1 MDR subline cytotoxicity; 400,000 tested, 3.4% active; KB-V1 MDR cells viability, CellTiter-Glo, 72 h; Potency, µM (top dose mostly 46.1 µM), inactives show top-dose activity change, negative = cytotoxicity, most hits filed as cytotoxic; AID 1347076; also: potency is read from the fitted curve at half-maximal effect; % is scaled to controls: 0 for no effect and ±100 for the full control effect; nearly all actives have a fitted effect of over 60% in size
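Drug-selected KB-V1 cells, grown in DMEM lacking phenol red with 10% FBS, receive compound titrations; after three days at 37 degrees C, surviving cell ATP is quantified by CellTiter-Glo luminescence and responses normalized and curve-fitted.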
An asterisk follows results filed as active; u = inconclusive; x = no result given; [ ] = another dose, or the depositor's remark. Unless noted, calls follow the shape of the dose curve; as a rule, active = well fitted curve in the direction sought with a large enough effect; inconclusive = small, poorly fitted or top-dose-only effect, or another doubt; inactive = no such curve, though single readings can be large; an effect the other way counts as inactive or inconclusive.

SMILES | HT1080-NT tox | DRD3 agonist | D3 antag | HT1080 IDH1KD tx | GLP1R ag | SW480 rereplic | IL1B secr inh | KB-3-1 tox | KB-V1 MDR tox
COc1ccc(NC2=Nc3ccccc3CC2)cc1 | 7% | -34 | -56* | -4% | 0% | 20% | -29 | 1% | u
S=C1NC(c2ccccc2)N2C(=S)NC(c3ccccc3)N12 (stereo not given) | 14% | 2 | u | 11% | 2% | -1% | -7 | -3% | 2%
Cc1cccn2c(=O)cc(COC(=O)C(C)Oc3ccccc3)nc12 (stereo not given) | 8% | -12 | -5 | 7% | 0% | -1% | -6 | 1% | 0%
O=C(NC1(C(F)(F)F)NC(=O)N(c2ccccc2)C1=O)c1cccs1 (stereo not given) | -3% | -3 | 0 | 1% | -3% | -6% | 0 | 22% | -21%
COc1cccc(C(C(=O)NC2CCCC2)N(C(=O)c2ccco2)c2ccc(C(C)=O)cc2)c1OC (stereo not given) | 5% | -4 | 5 | 13% | 1% | 1% | -4 | 9% | 5%
O=C(NCc1n[nH]c(=S)n1-c1ccccc1)c1cccs1 | 4% | 1 | 10 | 12% | 1% | -118%[inhibitor] | 24 | 17% | -1%
O=C(Nc1ccc([N+](=O)[O-])cc1)Nc1ccc(Cl)cc1F | -3% | -5 | -17 | -12% | 10% | u | -93* | u | 18µM*
CCCCCCCCn1c(=O)c(C(=O)OC)c(N)c2ccccc21 | 21µM* | 38* | 31 | 16µM* | 7% | -12% | -95* | u | u
CC[n+]1c(/C=C/Nc2ccccc2)oc2ccccc21 | -24% | -1 | -7 | u | 17% | u | -27 | -13% | 0%
O=C(Nc1cccc(C(F)(F)F)c1)c1cc2ncc(Br)cn2n1 | 16% | -35 | -16 | 2% | -3% | -14% | 10 | 0% | 14%
Cc1ccc(OCC(=O)N(C)CC(=O)Nc2ccc(F)cc2)c([N+](=O)[O-])n1 | 6% | -2 | 18 | 2% | 1% | 3% | 32 | 19% | -15%
Cc1occc1C(=O)Nc1ccc(S(=O)(=O)N2CCN(C)CC2)cc1 | 4%[9.24 µM] | 0 | 40 | 7% | -11% | -2% | 0 | 0% | 7%
CC1COc2c3ccccc3nn21 (stereo not given) | 17% | 4 | 2 | 8% | 0% | x | 2 | 2% | -11%
C=CCn1c2ccccc2c2nnc(SCC(=O)NC(C(=O)OC)C(C)C)nc21 (stereo not given) | -10% | 5 | -26 | -7% | 7% | -2% | -2 | -14% | 8.2µM*
CCC(C)NC(=O)C1CCN(S(=O)(=O)c2ccc3c(c2)CC(C)N3C(C)=O)CC1 (stereo not given) | -14% | -4 | -12 | -2% | -1% | 10% | 132 | 2% | 19%
Cc1ccc(Nc2cnn(C34CC5CC(CC(CC(=O)O)(C5)C3)C4)c(=O)c2Cl)cc1 | -5% | -4 | 6 | 9% | -9% | 4% | 14 | -4% | -1%
Cn1c(=O)c2c(nc(N3CCOCC3)n2CCCNC2=NCCC2)n(C)c1=O | 10% | 4 | -3 | 6%[9.24 µM] | -2% | -7% | 0 | 0% | 0%
CN(NC(=O)c1ccc(Cl)cc1Cl)C1=NS(=O)(=O)c2ccccc21 | -10% | 0 | -11 | 10% | -2% | 11% | 1 | 15% | 17%
O=C(NCc1ccccc1F)C(=O)NCC1CCCN1S(=O)(=O)c1ccccc1 (stereo not given) | -5% | -10 | -14 | 1% | 13% | -516%[inhibitor] | -4 | 17% | -9%
COCCN(C(=O)CSc1nn(-c2ccc(F)cc2)c(=S)s1)c1c(N)n(CC(C)C)c(=O)[nH]c1=O | -5% | 0 | -13 | -2% | 5% | 24% | -25 | u | u
Cc1cccc(CS(=O)(=O)Cc2ccc(C(=O)NC3CCCCCC3)o2)c1 | 0% | -3 | 11 | 2% | 9% | -5% | -6 | -10% | 4%
N#CC(=C1NC(=O)c2ccccc21)c1nc2ccccc2n1CCO | 15% | -12 | u | 0% | 13% | x | -74* | u | u
C/C(CC(=O)Nc1ccc(N(C)C)cc1)=N\NC(=O)c1ccccc1O | 21µM* | -11 | u | u | -4% | u | 28 | -7% | 2%
CCSc1ccc2nnc(-c3ccc(F)cc3)n2n1 | -5% | 0 | 11 | u | 16% | 1% | -6 | 4% | -6%
CS(=O)(=O)Nc1ccc(Oc2ncccn2)cc1 | 5% | 14 | -1 | 15% | 8% | 1% | 0 | 16% | 19%

2 entries from above, as labelled records:
COc1ccc(NC2=Nc3ccccc3CC2)cc1
  HT1080-NT tox = 7% | DRD3 agonist = -34 | D3 antag = -56* | HT1080 IDH1KD tx = -4% | GLP1R ag = 0% | SW480 rereplic = 20% | IL1B secr inh = -29 | KB-3-1 tox = 1% | KB-V1 MDR tox = u
S=C1NC(c2ccccc2)N2C(=S)NC(c3ccccc3)N12 (stereo not given)
  HT1080-NT tox = 14% | DRD3 agonist = 2 | D3 antag = u | HT1080 IDH1KD tx = 11% | GLP1R ag = 2% | SW480 rereplic = -1% | IL1B secr inh = -7 | KB-3-1 tox = -3% | KB-V1 MDR tox = 2%

6 compounds from above, limited to HT1080-NT tox and DRD3 agonist:
smiles,HT1080-NT tox,DRD3 agonist
O=C(NCc1ccccc1F)C(=O)NCC1CCCN1S(=O)(=O)c1ccccc1 (stereo not given),-5%,-10
CCC(C)NC(=O)C1CCN(S(=O)(=O)c2ccc3c(c2)CC(C)N3C(C)=O)CC1 (stereo not given),-14%,-4
Cn1c(=O)c2c(nc(N3CCOCC3)n2CCCNC2=NCCC2)n(C)c1=O,10%,4
CCCCCCCCn1c(=O)c(C(=O)OC)c(N)c2ccccc21,21µM*,38*
CC1COc2c3ccccc3nn21 (stereo not given),17%,4
CN(NC(=O)c1ccc(Cl)cc1Cl)C1=NS(=O)(=O)c2ccccc21,-10%,0
